From PubChem BioAssay
eLon inh = E. coli protease La inhibition; P0A9M0; purified E. coli Lon protease, fluorescence polarization; inhibition, % at 7.94 µM; actives 0.42% (n = 360,000); in the data active means inhibition above about 13%, passing the limit was not always enough;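 further: 0% = enzyme with probe and DMSO and 100% = no enzyme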
SKN-1 inh = inhibitors of C. elegans SKN-1. AID 624304. inhibition, % at 21.8 µM. C. elegans VP596 Pgst-4::GFP/RFP ratio, acrylamide-induced, 24 h. actives 0.49% (n = 360,000);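 active means interference check ratio from 0.5 to 1.5 plus GFP to RFP signal ratio inhibition reaching or exceeding a fixed threshold, cut at about 30% in these data, passing the limit was not always enough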; further: some compounds called inactive have numbers as strong as hits
PABP1 MLLE inh = blocks PAM2 peptide binding to the PABP1 MLLE domain | P11940 | GST-MLLE / FITC-PAM2 fluorescence polarization | inhibition, % at 20 µM | actives 0.36% (n = 360,000); in the data active means inhibition above about 35%, passing the limit was not always enough;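 further: plate controls were DMSO wells with GST-MLLE for no effect and wells lacking GST-MLLE protein for full effect; some results filed as inactive read as strong as hits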
FAS-TE inh = FAS thioesterase (human) inhibition. inhibition, % at 15 µM. recombinant FAS-TE, OMFH fluorogenic substrate, fluorescence endpoint. AID 602261. actives 0.67% (n = 360,000). P49327;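 active means compounds whose normalised, plate-corrected inhibition of enzyme fluorescence in the single-dose primary screen is 50% or more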;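 further: 0% = DMSO with enzyme and 100% = substrate without enzyme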
MsrA inhibitor = inhibitors of bovine MsrA. purified bovine MsrA, absorbance read-out. actives 0.75% (n = 360,000). AID 651718. inhibition, % at 15.5 µM; in the data active means inhibition above about 4.5%;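 further: 0% = vehicle wells with enzyme and 100% = reference inhibitor wells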
bovine MsrA act = bovine methionine sulfoxide reductase A activation | purified bovine MsrA, absorbance read-out | activation, % at 10.6 µM | actives 0.3% (n = 360,000); in the data active means activation above about 7.5%;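 further: 0% = vehicle and 100% = reference activator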
CendR NRP1 mod = modulators of CendR peptide binding to human neuropilin-1; actives 0.85% (n = 360,000); AID 602438; FAM-RPARPAR peptide binding to NRP-1, fluorescence polarization; O14786; inhibition, % at 25 µM;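 active means inhibition or corrected inhibition above about 18%, plus a signal ratio from 0.5 to 1.5, limit read from the data, passing the limit was not always enough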; further: strong numbers were not always called active
Target sequence (O14786 whole entry, looked up): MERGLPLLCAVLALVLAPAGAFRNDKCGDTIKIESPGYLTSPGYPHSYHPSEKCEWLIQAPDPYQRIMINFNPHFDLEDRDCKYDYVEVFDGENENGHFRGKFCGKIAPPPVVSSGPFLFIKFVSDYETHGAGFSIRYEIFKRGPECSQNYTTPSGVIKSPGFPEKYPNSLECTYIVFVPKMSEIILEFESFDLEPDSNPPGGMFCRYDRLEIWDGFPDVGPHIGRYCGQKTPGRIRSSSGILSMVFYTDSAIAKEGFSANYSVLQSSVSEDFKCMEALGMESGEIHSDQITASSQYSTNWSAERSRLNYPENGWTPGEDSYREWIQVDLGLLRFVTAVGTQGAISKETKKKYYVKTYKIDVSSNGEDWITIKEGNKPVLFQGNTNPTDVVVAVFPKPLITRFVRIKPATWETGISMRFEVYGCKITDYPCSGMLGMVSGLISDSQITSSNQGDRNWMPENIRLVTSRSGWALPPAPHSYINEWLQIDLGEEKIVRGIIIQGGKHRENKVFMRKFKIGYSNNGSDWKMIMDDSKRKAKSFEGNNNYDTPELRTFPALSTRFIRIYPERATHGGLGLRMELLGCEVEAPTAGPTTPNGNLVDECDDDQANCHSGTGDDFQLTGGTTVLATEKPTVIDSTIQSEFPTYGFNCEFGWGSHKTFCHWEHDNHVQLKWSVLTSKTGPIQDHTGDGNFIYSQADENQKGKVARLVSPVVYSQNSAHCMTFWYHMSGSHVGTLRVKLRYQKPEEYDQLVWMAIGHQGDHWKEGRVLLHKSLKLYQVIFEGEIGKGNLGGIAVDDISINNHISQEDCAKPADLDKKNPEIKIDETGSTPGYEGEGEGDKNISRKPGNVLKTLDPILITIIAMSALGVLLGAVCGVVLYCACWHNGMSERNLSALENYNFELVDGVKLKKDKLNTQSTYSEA
MT1-MMP act inh = blocks activation of human MT1-MMP; P50281; AID 651647; GFP/RFP ratio change, % at 20 µM; actives 0.061% (n = 360,000); HT1080 RFP-PRO-GFP cells, GFP/RFP ratio fluorescence, overnight; percent of plate control window, DMSO zero;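 active means GFP/RFP ratio change of at least 30% with cell ATP level not reduced by more than half and red fluorescence within 50% of control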; further: strong numbers were not always called active
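Compound: 20 µM single dose, 1% DMSO / System: HT1080 RFP-PRO-GFP cells / Controls: DMSO and RFP-L50D-GFP cell wells / Read-out basis: GFP/RFP fluorescence ratio / Schedule: overnight compound exposure at 37 °C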
TbMetRS inhib = Trypanosoma brucei MetRS inhibition | purified T. brucei MetRS, ATP depletion, Kinase-Glo luminescence | inhibition, % at 11.9 µM | actives 0.4% (n = 360,000);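 active means inhibition above a per-plate cutoff of the control wells' mean inhibition plus 3 SD, cut at about 5.5% in these data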;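 further: 0% = DMSO wells median and 100% = median of wells with control inhibitor compound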
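technique = Kinase-Glo luminescence, ATP depletion format | system = purified MetRS (methionyl-tRNA synthetase) enzyme from Trypanosoma brucei | timing = 15 min preincubation, 2 h reaction, all 25 °C | evaluation = percent inhibition versus plate control medians | dosing = single dose, 11.9 µM final nominal, 0.9% final DMSO | also added = substrates ATP, L-methionine and bulk Escherichia coli tRNA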
* marks the source's active call; other numbers are inactive results; x = no result given. This is a random part of the collection. About 4% of those tested had a hit in this group.

SMILES | eLon inh | SKN-1 inh | PABP1 MLLE inh | FAS-TE inh | MsrA inhibitor | bovine MsrA act | CendR NRP1 mod | MT1-MMP act inh | TbMetRS inhib
COc1ccc(CCN2CC(C(=O)NCc3ccco3)CC2=O)cc1OC (stereo not given) | -11 | -20 | 3 | -10 | -0.6 | -12 | -8 | 1 | -0.4
COC(=O)[C@@H]1ON2OCC(C)=C3CCCC[C@@]32[C@H]1C(=O)OC | x | 1 | x | x | 0.6 | x | 8 | 6 | -0.4
CCCC(C)(C)NC(=O)CCCCC(=O)NC(C)(C)CCC | 0 | 19 | 14 | -1 | -0.8 | 2 | 5 | 0 | -0.4
CCOC(=O)c1c(NC(=O)COC(=O)CNC(=O)c2ccc(Cl)cc2Cl)sc(C(=O)N(C)C)c1C | -13 | -12 | -5 | -2 | 0.5 | -1 | -11 | 3 | -0.2
O=C(CCCn1c(SCC(=O)NC2CCCCC2)nc2ccccc2c1=O)NCC1CCCO1 (stereo not given) | 8 | -11 | -4 | -3 | 0.6 | 0 | -9 | 7 | 0.2
COc1cc(NC(=O)COC(=O)c2ccccc2SCC(=O)N2CCCC2)cc(OC)c1 | 2 | 6 | 31 | -3 | 0.7 | 0 | 10 | 6 | 0.1
CC(C)CN(C(=O)COC(=O)C1CC1)c1c(N)n(Cc2ccccc2)c(=O)[nH]c1=O | -5 | -1 | -5 | -2 | 0.6 | -1 | 2 | -1 | 0.4
Cc1ccc(NC(=O)CSCC(=O)N(C)CCOc2ccc(Cl)cc2)cc1 | -9 | 12 | -4 | 10 | -0.5 | -1 | 0 | 3 | 3.1
COc1ccccc1-c1oc2ccccc2c1-c1ccccc1OC | -3 | 0 | 10 | 26 | 0.3 | -9 | 18 | -1 | -0.2
COc1ccc(CNC(=O)CC[C@H]2O[C@@H](n3cnc4c(NC(=O)c5ccccc5)ncnc43)[C@H](O)[C@@H]2O)cc1 | 2 | -12 | 8 | -8 | 0.5 | -4 | 2 | 2 | 0.0
O=C(O)CC1(C(=O)O)CC2C=CC1C2 (stereo not given) | 6 | 10 | 0 | -11 | 0.6 | -1 | 1 | -1 | -0.2
COc1cc(/C=N/Nc2ccc(S(N)(=O)=O)cc2[N+](=O)[O-])cc(OC)c1O | 5 | -12 | 5 | 6 | 4.0 | -5 | 13 | 8 | -0.6

Arranged by heavy-atom count (largest number first): part of the list above
SMILES | eLon inh | SKN-1 inh | PABP1 MLLE inh | FAS-TE inh | MsrA inhibitor | bovine MsrA act | CendR NRP1 mod | MT1-MMP act inh | TbMetRS inhib
CC(C)CN(C(=O)COC(=O)C1CC1)c1c(N)n(Cc2ccccc2)c(=O)[nH]c1=O | -5 | -1 | -5 | -2 | 0.6 | -1 | 2 | -1 | 0.4
COc1cc(/C=N/Nc2ccc(S(N)(=O)=O)cc2[N+](=O)[O-])cc(OC)c1O | 5 | -12 | 5 | 6 | 4.0 | -5 | 13 | 8 | -0.6
COC(=O)[C@@H]1ON2OCC(C)=C3CCCC[C@@]32[C@H]1C(=O)OC | x | 1 | x | x | 0.6 | x | 8 | 6 | -0.4

(listing goes on)
SMILES | eLon inh | SKN-1 inh | PABP1 MLLE inh | FAS-TE inh | MsrA inhibitor | bovine MsrA act | CendR NRP1 mod | MT1-MMP act inh | TbMetRS inhib
Cc1ccc(-n2ccnc(SCC(=O)NCCc3ccccc3)c2=O)cc1F | 1 | 1 | 33 | -8 | 0.3 | 5 | -16 | -1 | 0.2
O=C(O)C1CN(c2ncccc2[N+](=O)[O-])C1 | 8 | 2 | -4 | -6 | -0.2 | -1 | 3 | 0 | -0.8
Cc1ccc(OC(C)C(=O)O)cc1C (stereo not given) | 1 | 21 | -1 | 0 | -0.1 | 0 | 4 | -6 | 0.1
CCc1sc(C(=O)Nc2ccc3c(c2)OCCO3)cc1Br | 6 | 12 | -3 | 18 | -0.3 | -10 | -3 | -1 | -0.8
O=C(O)c1ccc(-c2ccc(Cl)cc2Cl)o1 | 5 | -31 | -3 | -8 | -0.1 | -12 | -14 | -2 | 0.8
Cc1ccc(/C=N/N2CCN(Cc3ccccc3)CC2)cc1 | -3 | 1 | 12 | 7 | 0.3 | -3 | -3 | 4 | -0.1
CCOC(=O)CS(=O)(=O)c1nc(-c2ccccc2)cc(C(F)(F)F)n1 | -10 | 2 | 21 | 27 | 1.2 | -9 | -6 | 3 | 0.0
O=C(CN1C(=O)c2cccc3cccc(c23)C1=O)N1CCCCC1 | -19 | 11 | -3 | -12 | 1.8 | -1 | -13 | 1 | -0.3
O=C(CN1C(=O)CCSc2ccccc21)Nc1ccc2c(c1)OCCO2 | -2 | 4 | -9 | 2 | -0.4 | -6 | 1 | 9 | -1.0
COc1ccc(NS(=O)(=O)c2csc(C(=O)Nc3ccccc3)c2)cc1 | 11 | 10 | -23 | 12 | -0.7 | -1 | 10 | 1 | -0.7
Cc1[nH]c2ccc(C(=O)OC(C)C(=O)NC3CCCCC3C)cc2c1C (stereo not given) | -12 | 12 | 7 | 5 | -1.0 | 3 | 5 | 0 | -0.1
C/C=C/c1ccc(OCC(O)CN(C)Cc2ccc(SC)cc2)c(OC)c1 (stereo not given) | -2 | -4 | 2 | 7 | 0.9 | 1 | 5 | -2 | -0.1
O=C1CC(c2cccc(F)c2)c2c(c3ccccc3[nH]c2=O)O1 (stereo not given) | -3 | 0 | 6 | -5 | 0.8 | -2 | -8 | 1 | 2.0
C=C(C)CNC(=S)Nc1nc2c(cc1C(=O)OCC)CCCC2 | 4 | 10 | -23 | -2 | -0.6 | -9 | -5 | 7 | -0.4
Cc1ccc(S(=O)(=O)Cn2nnnc2C(CC(C)C)N2CCN(C3CCCC3)CC2)cc1 (stereo not given) | 2 | -5 | 4 | -1 | 2.6 | -2 | 8 | 0 | -0.3
O=C(O)c1cccc(NC2=Nc3cccc4cccc2c34)c1 | 3 | 11 | -18 | -2 | 0.1 | -5 | -14 | 0 | -0.9
C=CCN(Cc1ccc(Cl)s1)C(=O)c1ccc(F)c(S(=O)(=O)N2CCOCC2)c1 | -14 | 21 | 5 | 9 | -1.2 | -2 | 4 | 1 | -0.3
Cn1c(CNC(=O)c2ccco2)nnc1SCC(=O)N1CCN(c2ccccc2)CC1 | 1 | -6 | 1 | -3 | 1.2 | -3 | -5 | 1 | -0.3
O=C(CSCc1ccc(Cl)cc1)N1CCN(Cc2ccc3c(c2)OCO3)CC1 | 1 | -1 | 9 | 19 | -0.7 | -3 | -7 | -3 | 0.9
O=C(NCc1ccc2c(c1)OCO2)c1ccc(S(=O)(=O)C(F)F)cc1 | -9 | -5 | -12 | 1 | -0.7 | 0 | 14 | 3 | -0.1
Nc1nc(N2CCN(C(=O)c3ccco3)CC2)nc2ccccc12 | -4 | 8 | 9 | -4 | 1.2 | 0 | 15 | 3 | -0.2
CCc1ccc2oc(C(=O)Nc3ccc(S(N)(=O)=O)cc3)c(C)c2c1 | 0 | 11 | -12 | -4 | 0.0 | -7 | -3 | 1 | -0.6
O=C(NNC1=NS(=O)(=O)c2ccccc21)c1ccccc1Cl | 2 | 11 | -4 | 0 | 3.1 | -1 | 1 | -4 | 0.2
CCC(C(=O)NCCc1ccccc1OC)n1nc(C)c2c(C)n(-c3ccccc3)nc2c1=O (stereo not given) | -6 | 13 | -16 | 3 | 0.7 | -5 | -1 | 2 | 0.1
Cc1ccc(S(=O)(=O)N(Cc2ccccc2)c2ccccc2C(=O)NCc2cccnc2)cc1 | -6 | -5 | -7 | -11 | -1.3 | -2 | 7 | 2 | -0.3
CCOC(=O)C1=C(CSc2nccn2C)NC(=O)NC1c1ccc(OC)cc1 (stereo not given) | -8 | 6 | 3 | -6 | 1.6 | -1 | -8 | -2 | -0.5
CCCCN(CC)C(=O)c1cc2cc3ccc(Cl)cc3nc2o1 | -5 | 15 | 3 | 42 | 0.8 | -2 | 7 | 0 | -0.9
Cc1ccc(C(=O)NC2CCCN(c3ccc(C(F)(F)F)cn3)C2)cn1 (stereo not given) | 3 | -1 | 6 | 0 | -0.7 | -3 | 18 | 15 | -0.3
Cn1c(SCc2ccccc2F)nc2cccnc21 | -6 | -16 | -1 | -2 | 0.7 | 2 | -2 | 0 | -0.9
O=C(CSc1ccc([N+](=O)[O-])cc1)Nc1ccccc1N1CCOCC1 | 9 | -3 | 35 | 32 | 1.7 | -3 | 1 | 3 | -0.2
O=C(COC(=O)c1cccnc1)c1ccc(Cl)c(Cl)c1 | 6 | -7 | 2 | 4 | -0.2 | 0 | -10 | 1 | -0.4
Cc1cccc(NC(=S)N/N=C/c2c[nH]c3ccccc23)c1 | 6 | 12 | 35 | 24 | 3.5 | -8 | -6 | 6 | -0.8
O=C(CCc1ccc(S(=O)(=O)NCCc2ccccc2)cc1)NCc1ccco1 | -4 | 22 | 1 | -2 | -0.1 | -6 | -7 | 5 | -1.5
Cc1ccc(C)c(OCC(=O)N/N=C/c2c(C)nn(-c3ccccc3)c2Cl)c1C | 2 | 1 | -1 | 0 | 0.0 | -4 | 3 | -10 | 0.0
CCCCNC(=S)NNC(=O)c1cc(C)on1 | -6 | 12 | -50 | -5 | -1.0 | 2 | -9 | 14 | -0.4
CC(=O)C1=C(C)NC(=O)NC1c1ccc(Cl)cc1 (stereo not given) | 2 | 3 | 21 | -10 | -0.4 | -4 | -7 | 4 | -0.3
CC(=O)N1CCc2cc(C(=O)CN3CCN(c4cccc(Cl)c4)CC3)ccc21 | -2 | -2 | -5 | 3 | 2.1 | 0 | 4 | -2 | 0.1
Cn1cc([N+](=O)[O-])c(C(=O)NNC(=O)c2ccc([N+](=O)[O-])cc2)n1 | 1 | 5 | -1 | 8 | 3.0 | -2 | -1 | 1 | 0.2
CCC(=O)c1ccc(OCC(=O)NCCC2=CCCCC2)c(OC)c1 | 0 | -4 | 2 | 7 | 1.9 | -2 | 16 | 0 | -0.4
Cn1nc(-c2ccccc2)cc1NC(=O)Nc1ccccc1F | -4 | 16 | 13 | 3 | -0.2 | -3 | 2 | 5 | -0.4
CCOc1ccc(-c2ccc(C3=CC(=O)C[C@H](c4ccc(F)cc4)C3)cc2)cc1 | -9 | -3 | 3 | 0 | 1.8 | -2 | 0 | 4 | -1.2
O=C(NC(=S)NCCc1ccc(Cl)cc1)c1ccco1 | 3 | 17 | 9 | 30 | 1.0 | -4 | 3 | -4 | -0.4
Cc1sc2nc(SCC(=O)N3CCOCC3)[nH]c(=O)c2c1C | -6 | 0 | 3 | -7 | 1.4 | -3 | 5 | 1 | 1.4
O=C(CN1C(=O)c2ccccc2S1(=O)=O)c1ccc(OC(F)F)cc1 | 11 | -11 | -10 | 7 | x | -4 | 9 | -1 | -0.3
CCOC(=O)[C@]12CCC=C1N(CCC1=CCCCC1)C(=O)[C@H](CC(=O)NCc1ccccc1)C2 | -8 | 12 | x | 1 | 2.2 | -5 | 2 | 7 | -1.0
CCOC(=O)CCc1c(C)nc2c(c(C)nn2-c2ccc(C)cc2)c1C | -3 | 2 | -3 | 13 | 0.0 | -1 | 7 | -2 | 0.3
Cc1ccc(S(=O)(=O)N2CCOCC2)cc1C(=O)OCC(=O)N1CCCCC1 | -28 | -5 | -5 | -6 | -0.5 | -2 | -4 | -2 | -0.2
COc1ccc(C(=O)Nc2ccc(C(=O)OCC(=O)c3cccc4ccccc34)cc2)cc1 | 0 | 5 | 5 | -1 | -0.3 | 1 | 32* | 5 | 0.1
CCOC(=O)c1c(OCCO)nn(-c2ccc(Cl)cc2)c1N | 5 | 4 | 5 | -4 | 0.8 | -3 | 0 | -2 | 0.1
